# High-throughput results (PubChem)
# Vif-A3F inh: qHTS for Inhibitors of Vif-A3F Interactions: qHTS; HeLa A3F-eYFP + Vif (tagged APOBEC3F with the HIV-1 protein that degrades it), YFP fluorescence increase; Potency, µM (titrated, usually from 46.1 µM), for inactives: at the highest dose activity, negative = active; 390,000 tested, 0.2% active; further: potency means the concentration at half of the fitted maximal effect; % of control where 0% means no effect; nearly all actives have a fitted effect of over 65% in size
#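 Fluorescence increase (Ex 488/Em 500-530) after overnight compound treatment at 37 deg C flags inhibition of Vif-driven A3F-eYFP loss in stable HeLa A3F-eYFP/Vif cells seeded overnight beforehand.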
# D1 PAM: Potentiators of Human D1 Dopamine Receptor: qHTS; HEK293 TREx D1 cells, calcium flux, dopamine EC20 potentiation; potentiation, % at 10 µM; 360,000 tested, 0.036% active; AID 504651, 2011; in the data active means potentiation above about 30%; further: 0% is about no effect
# RXFP1 ag: qHTS Assay for Agonists of the Relaxin Receptor RXFP1 | Relaxin receptor 1 (Homo sapiens), Q9HBX9 | HEK293T-RXFP1 cAMP TR-FRET, 30 min; response scale: percent of porcine relaxin response, buffer zero | Potency, µM (highest dose often 57.5 µM), inactives show at the top dose activation, actives largely listed as activators | 370,000 tested, 0.3% active | AID 2676, 2010; further: potency means the concentration at half of the fitted maximal effect; on the % scale 0 is the no-effect control and ±100 the full control effect; nearly all actives have a fitted effect of over 60% in size; many of its hits are not listed in these tables
# Target sequence (Q9HBX9 whole entry, looked up): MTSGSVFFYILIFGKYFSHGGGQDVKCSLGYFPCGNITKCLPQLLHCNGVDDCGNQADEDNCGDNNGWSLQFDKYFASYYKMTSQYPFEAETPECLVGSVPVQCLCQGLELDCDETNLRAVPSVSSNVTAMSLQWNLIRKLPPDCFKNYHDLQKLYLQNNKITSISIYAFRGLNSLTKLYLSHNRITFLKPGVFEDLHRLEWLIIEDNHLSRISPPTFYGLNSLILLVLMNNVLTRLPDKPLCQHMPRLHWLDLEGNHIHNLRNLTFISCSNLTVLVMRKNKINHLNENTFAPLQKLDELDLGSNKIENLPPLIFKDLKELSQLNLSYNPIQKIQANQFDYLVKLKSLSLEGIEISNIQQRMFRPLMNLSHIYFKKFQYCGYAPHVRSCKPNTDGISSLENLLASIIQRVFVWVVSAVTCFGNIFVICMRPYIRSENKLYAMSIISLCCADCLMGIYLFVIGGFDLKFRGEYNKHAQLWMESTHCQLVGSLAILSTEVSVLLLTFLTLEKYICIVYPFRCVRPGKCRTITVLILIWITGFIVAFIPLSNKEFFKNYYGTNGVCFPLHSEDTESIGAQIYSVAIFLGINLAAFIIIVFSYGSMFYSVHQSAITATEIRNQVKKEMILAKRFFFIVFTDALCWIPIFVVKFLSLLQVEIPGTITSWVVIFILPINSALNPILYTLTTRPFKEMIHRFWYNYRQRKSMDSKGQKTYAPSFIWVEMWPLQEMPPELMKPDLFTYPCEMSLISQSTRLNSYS
#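 HEK293 cells stably expressing RXFP1, treated 30 min at 37C with compounds plus PDE4 inhibitor Ro 20174; cAMP measured by HTRF TR-FRET. Normalized to buffer and 29 nM porcine relaxin; EC50 by Hill fit.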
# D1 antagonist: Antagonist of Human D 1 Dopamine Receptor: qHTS. D(1A) dopamine receptor (Homo sapiens), P21728. 360,000 tested, 3.2% active. activity change, negative = inhibition, % at 10 µM. HEK293 TREx D1 cells, calcium flux, dopamine EC80; stronger effect = lower value; in the data active means activity change below about -30%; further: on the % scale 0 is the no-effect control and ±100 the full control effect
#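 Kinetic fluorescence of a calcium dye serves as the read-out. D1-expressing Hek293 Trex cells, induced overnight at 30 C, are exposed to compound for 180 s before an EC80 dopamine addition, then read 180 s further.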
# D2 PAM: HTS Assay for Positive Allosteric Modulators of the Human D2 Dopamine Receptor: Primary Screen for Potentiators | potentiation, % at 10 µM | 340,000 tested, 0.34% active | HEK293 T-REx D2, calcium flux, EC20 dopamine potentiation | D(2) dopamine receptor (Homo sapiens), P14416;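 active means potentiation over 3 SD above the plate norm, cut at about 30% in these data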; further: 0% is about no effect
#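 Using a no-wash calcium dye in inducible, force-coupled HEK293 Trex cells expressing D2, we tracked fluorescence each second for 180 s after compound, then for 180 s after EC20 dopamine to detect augmented signalling.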
# Glioma ERSR ind: qHTS for Inducers of the Endoplasmic Reticulum Stress Response (ERSR) in Human Glioma: qHTS; U87-MG GRP78 promoter luciferase reporter, 16 h; Potency, µM, inactives show at the highest dose activation, most hits filed as activators; 420,000 tested, 0.02% active; AID 602332, 2012; further: potency means the concentration at half of the fitted maximal effect; series mostly up to about 76 µM; % of control where 0% means no effect; nearly all actives have a fitted effect of over 35% in size
#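 ERSR induction read as luciferase luminescence (Bright-Glo, 10 min at room temperature) in stably transfected human U87-MG glioma cells exposed to compounds for 16 h, using GRP78 as sensor.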
# D1 agonist: Allosteric Agonists of the Human D1 Dopamine Receptor: qHTS. D(1A) dopamine receptor (Homo sapiens), P21728. HEK293 T-REx D1 cells, calcium flux, agonist mode. activation, % at 2 µM. 360,000 tested, 1% active. AID 504660, 2011; in the data active means activation above about 30%; further: 0% is about no effect
#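 Inducible HEK293 T-REx D1 cells, force-coupled to calcium signalling, were plated at 4000 cells/well with tetracycline and held overnight at 30 C. After no-wash calcium dye loading, compound-evoked calcium rise over 180 s flagged agonists.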
# Vif-APOBEC3G blk: qHTS for Inhibitors of Vif-A3G Interactions: qHTS | DNA dC->dU-editing enzyme APOBEC-3G (Homo sapiens), Q9HC16 | HeLa A3G-eYFP + Vif (tagged APOBEC3G with the HIV-1 protein that degrades it), YFP fluorescence, overnight | Potency, µM (highest dose often 46.1 µM), inactives show top-dose activity, negative = active, most hits filed as inhibitors | 410,000 tested, 0.076% active | AID 602310, 2012;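 further: potency means the concentration at half of the fitted maximal effect; on the % scale 0 is the no-effect control and ±100 the full control effect; nearly all actives have a fitted effect of over 60% in size; hits raise eYFP signal because A3G escapes Vif-driven loss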
# Target sequence (Q9HC16 whole entry, looked up): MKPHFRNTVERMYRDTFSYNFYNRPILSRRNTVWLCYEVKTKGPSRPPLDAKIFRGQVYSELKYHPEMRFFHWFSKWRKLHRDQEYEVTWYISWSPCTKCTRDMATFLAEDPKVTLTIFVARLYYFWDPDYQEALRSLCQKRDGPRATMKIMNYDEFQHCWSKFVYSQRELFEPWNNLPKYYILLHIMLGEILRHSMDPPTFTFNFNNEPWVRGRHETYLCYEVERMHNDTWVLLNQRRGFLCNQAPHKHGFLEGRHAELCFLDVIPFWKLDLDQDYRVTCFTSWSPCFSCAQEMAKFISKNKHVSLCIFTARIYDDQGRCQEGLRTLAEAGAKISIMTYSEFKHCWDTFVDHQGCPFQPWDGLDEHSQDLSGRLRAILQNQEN
#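 Read-out is eYFP fluorescence (Ex 488/Em 500-530) from Vif-expressing HeLa A3G-eYFP cells; more signal means A3G escaped Vif-mediated degradation. Cells plated overnight, compound pinned in, incubated overnight at 37 deg C.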
# RXFP1 antagonist: qHTS Assay for Antagonists of the Relaxin Receptor RXFP1; HEK293-RXFP1, relaxin-stimulated cAMP HTRF, 30 min; stronger effect = lower value; activity change, negative = inhibition, % at 57.5 µM; 350,000 tested, 0.59% active; Relaxin receptor 1 (Homo sapiens), Q9HBX9;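 active means activity change of -60% or lower, but not beyond a set lower limit; inconclusive means change between -60% and -40%, or beyond the set limit; inactive means change above -40%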; further: on the % scale 0 is the no-effect control and ±100 the full control effect
# Active calls of the source: *; u = inconclusive; x = no result given; & = joins results of further samples. Unless noted, the call rests on the fitted dose curve; in most records, active means well fitted curve in the direction sought with a large enough effect; inconclusive means small, poorly fitted or top-dose-only effect, or another doubt; inactive means no such curve, though single readings can be large; an effect the other way counts as inactive or inconclusive. An excerpt; count on the stated rates, not on these rows.
SMILES,Vif-A3F inh,D1 PAM,RXFP1 ag,D1 antagonist,D2 PAM,Glioma ERSR ind,D1 agonist,Vif-APOBEC3G blk,RXFP1 antagonist
Cc1oc(-c2cccs2)nc1CN1CCC(C(=O)N2CCCC2)CC1,2%,1,-1.2%,8,-10,4%,5,-2%,-1
O=C(NCCN1CCOCC1)c1cc(=O)[nH]c2ccc(Br)cc12,0%,9,2.4%,7,-4,-3%,0,-5%,6
CCOc1cc(C(=O)NCc2nnc(SCC(=O)OC)n2C)cc(OCC)c1OCC,3%,-3,-1.2%,9,12,-4%,1,0%,-9
CCn1nnc2cc(C(=O)Nc3cccc(C(F)(F)F)c3)ccc21,0%,-4,0.5%,-12,-2,-3%,3,2%,-7
CCOC(=O)COc1ccc2c3c(c(=O)oc2c1)CCCC3,7%,1,1.1%,-23,29,-2%,8,-6%,7
CCCOc1ccccc1-c1nc(SCCC(=O)O)n[nH]1,-3%,-1,1.6%,5,0,-2%,3,2%,3
O=C(CC1C(=O)NCCN1Cc1c(F)cccc1Cl)NCc1ccccc1 (stereo not given),0%,6,0.0%,-1,x,-1%,1,-1%,-28
Cc1cc(C(=O)CSc2nc3ccccc3c(=O)n2C)c(C)n1CC1CCCO1 (stereo not given),x,-6,3.2%,-25,0,x,9,x,x
COc1ccccc1OCCNC(=O)c1cc(SC)ccc1Cl,-12%,-2,0.5%,0,-1,-4%,2,1%,-8
COc1ccc(CN(C)C(=O)C23CC4CC(CC(Cl)(C4)C2)C3)c(OC)c1OC,-4%,-7,-0.6%,-17,-4,-5%,4,0%,1
Cc1onc(-c2c(Cl)cccc2Cl)c1C(=O)N1CCN(c2ccc(F)cc2)CC1,-17%,-4,-0.1%,-7,2,-5%,0,-17%,-6
O=C(CSc1n[nH]c(=O)n1Cc1ccccc1)Nc1ccc(F)c(F)c1F,12%,-4,3.5%,4,11,-2%,34*,3%,12
COc1ccccc1N1CCN(CCS(=O)(=O)c2cc(Cl)ccc2Cl)CC1,-1%,x,x,x,x,-4%,x,-23%,0
CC1(C)CC(=O)C2=C(C1)Nc1ccccc1NC2c1ccc([N+](=O)[O-])cc1 (stereo not given),-1%,x,x,x,x,-6%,x,2%,u
CCOc1ccc2cc(C3CC(c4ccco4)=NN3S(C)(=O)=O)c(=O)[nH]c2c1 (stereo not given),0%,-7,1.6%,-19,10,1%,0,1%,-16
CC(=O)Nc1ccc(CN2CCN(Cc3ccc(C)cc3)C(CCO)C2)cc1 (stereo not given),-11%,-8,-0.7%,-1,x,-3%,3,-1%,15
CCc1ccc(NC(=O)C(=O)c2ccccc2NC(C)=O)cc1,1%,-2,-0.2%,32,-6,6%,0,u,-2
COc1ccc(OCc2cc(C(=O)NCC(C)(C)N3CCOCC3)no2)c(Cl)c1,-5%,1,0.2%,-1,-2,3%,9,-3%,-8
COc1ccccc1C(=O)NC(=O)COC(=O)CCOc1ccc(C)cc1,-4%,-3,0.2%,-2,1,-5%,5,-4%,-19
Cc1ccc(NC(=O)CCC(=O)N2CCOCC2)nc1,2%,-2,-0.4%,-17,-2,-2%,1,2%,-9
COc1ccc(C(=O)NC(=S)NNC(=O)c2ccccc2O)cc1,-6%,-8,-0.9%,-7,0,-2%,24,5%,-3
CC(=O)NCC(=O)OCC(=O)Nc1nc(-c2ccccc2)cs1,1%,-4,-1.2%,-3,0,0%,2,2%,-16
COc1cc(C)cc(C(=O)C=Cc2ccccc2)c1O,-5%,x,x,x,x,u,x,-18%,u
CCCC(=O)N(c1ccc2oc(C)c(C(C)=O)c2c1)S(=O)(=O)c1ccc(CC)cc1,0%,-5,-1.2%,10,5,4%,3,0%,x
CCc1nnc(NS(=O)(=O)c2ccc(N/C=C/C(=O)c3ccc(OC)cc3)cc2)s1,0%,-8,5.6%,-6,20,1%,10,3%,10
CCOC(=O)c1nc(N)c(=O)n(-c2ccccc2)n1,-16%,1,1.8%,4,14,-5%,2,2%,-5
CC(Cc1cnccn1)NC(=O)c1cc(COc2ccc(F)cc2F)on1 (stereo not given),5%,-6,4.5%,-6,0,1%,4,6%,-10
COc1ccc(NS(=O)(=O)c2ccc3c(c2)CCC(=O)N3)cc1O,4%,-3,0.7%,-1,-8,0%,4,2%,2
COc1cc2ccccc2c2c1CCCC2=O,-14%,2,3.8%,15,-3,2%,0,-9%,-2
CN(CC(=O)Nc1ccccc1Br)C(=O)CCCSc1nc2ccccc2[nH]1,-11%,2,1.4%,10,-11,-2%,1,2%,-6
Cc1cc(NS(=O)(=O)c2ccc(Br)s2)no1,8%,x,x,x,x,-5%,x,-1%,6
CCC(Nc1ccc(OC)cc1)C(=O)N/N=C/c1ccc([N+](=O)[O-])cc1 (stereo not given),3%,-7,-1.1%,15,-4,-2%,0,1%,-2
CN(C)c1ccc(C(CNC(=O)c2ccccc2F)N2CCc3ccccc32)cc1 (stereo not given),1%,0,1.4%,-2,-1,-2%,1,3%,-35
Cc1ccc(Nc2nc(-c3ccccc3)c(CC(=O)O)s2)cc1,u,-11,-0.2%,-24,-2,7%,1,u,-8
Cc1cc(NC(=O)Cc2ccccc2[N+](=O)[O-])no1,-19%,-5,1.7%,-2,1,4%,3,0%,11
COc1cccc(CNc2ccc(S(=O)(=O)Nc3nccs3)cc2)c1O,-9%,11,-0.4%,0,4,0%,0,2%,9
COC(=O)N/N=C/c1cn(CCOc2ccccc2)c2ccccc12,2%,0,-4.7%,3,x,6%,5,-8%,1
O=C(c1ccccc1)N1CCN(C(=O)c2nn3c(C(F)(F)F)cc(-c4ccco4)nc3c2Br)CC1,1%,x,0.7%,-16,8,-7%,0,2%,11
Cc1ccc(S(=O)(=O)C(CNC(=O)C(=O)NCCc2ccc(Cl)cc2)c2cccs2)cc1 (stereo not given),-9%,-4,0.2%,x,-7,-2%,7,4%,x
CCOc1cc(N2CCOCC2)c(OCC)cc1NC(=O)Cc1ccccc1,9%,1,-2.0%,0,8,-3%,1,2%,2
CCCc1n[nH]c2c1C(=O)C(C(=O)OC)C(C)(C)C2 (stereo not given),-1%,4,-0.1%,-12,-13,-2%,4,3%,-2
COC(=O)c1cc(OC)c(OC)cc1N=CC1=C(O)CC(C)(C)CC1=O,-7%,-3,1.7%,5,-7,1%,0,-3%,-8
CCCC(=O)Nc1c(-c2ccccc2Cl)c(=O)c2ccccc2n1C,3%,0,5.1%,-1,-3,-2%,2,1%,-13
Cc1ccc(S(=O)(=O)N(C)CC(=O)O/N=C(\N)c2cccnc2)cc1,7%,x,x,x,x,-8%,x,-2%,-1
Fc1c(CSC(=S)N2CCOCC2)cccc1CSC(=S)N1CCOCC1,-4%,-1,0.9%,-28,9,-2%,4,-1%,-19
Cc1cccc(C)c1NC(=O)Cn1c(=O)n(CCC(=O)NCc2ccco2)c(=O)c2sccc21,-28%,-4,-0.6%,2,-4,-4%,5,1%,-13
CCOC(=O)c1cc(-c2ccc(OC)c(S(=O)(=O)N3CCN(c4ccccc4)CC3)c2)on1,0%,-3,-0.7%,-5,-2,-11%,3,0%,-7
CCCCN(Cc1nc2ccccc2c(=O)[nH]1)C(=O)c1nn(C)c(=O)c2ccccc12,-10%,0,0.8%,15,7,-2%,5,-5%,9
CCC1CCCCN1CCCNC(=O)CN1C(=O)CSc2ccc(S(=O)(=O)N3CCC(C)CC3)cc21 (stereo not given),3%&2%,-5&-3,-2.4%&4.2%,-16&-12,3&6,-3%&-3%,4&2,5%&7%,-1&-9
COc1cccc(C2=CC(c3cccc(OC)c3OC(F)F)n3nnnc3N2)c1 (stereo not given),-7%,1,-0.6%,-12,4,-5%,1,-3%,0

# Full records as entered above. Order of values: Vif-A3F inh	D1 PAM	RXFP1 ag	D1 antagonist	D2 PAM	Glioma ERSR ind	D1 agonist	Vif-APOBEC3G blk	RXFP1 antagonist
# `CCCCN(Cc1nc2ccccc2c(=O)[nH]1)C(=O)c1nn(C)c(=O)c2ccccc12` in the list: -10%	0	0.8%	15	7	-2%	5	-5%	9
# `Cc1cccc(C)c1NC(=O)Cn1c(=O)n(CCC(=O)NCc2ccco2)c(=O)c2sccc21` in the list: -28%	-4	-0.6%	2	-4	-4%	5	1%	-13
# `Fc1c(CSC(=S)N2CCOCC2)cccc1CSC(=S)N1CCOCC1` in the list: -4%	-1	0.9%	-28	9	-2%	4	-1%	-19

# Additional structures.
SMILES,Vif-A3F inh,D1 PAM,RXFP1 ag,D1 antagonist,D2 PAM,Glioma ERSR ind,D1 agonist,Vif-APOBEC3G blk,RXFP1 antagonist
Cc1ccc(NC(=O)Cn2c(=O)c3cccn3c3ccccc32)cc1,5%,-4,u,12,12,-3%,7,-3%,-13
O=C(NCc1ccccn1)C(=O)N/N=C/c1ccccc1O,-6%,-3,0.0%,4,-14,2%,-1,-5%,3
CCOC(=O)c1cccc(NC(=O)c2ccc(NC(=O)C3CCCO3)cc2)c1 (stereo not given),-14%,0,2.4%,15,12,-1%,1,6%,1
Cc1cc(N2CCOCC2)nc(SCc2ccc(Cl)cc2Cl)n1,3%,-3,0.3%,11,-9,-3%,4,-6%,-7
COc1ccc(Cl)cc1N(CC(=O)Nc1ccccc1SC)S(C)(=O)=O,-2%,-6,1.6%,24,x,0%,2,-4%,-4
CC(C)(C)NC(=O)NC(=O)CN1CCN(c2ncc(C(F)(F)F)cc2Cl)CC1,-3%,8,0.0%,0,12,-4%,3,2%,-8
COc1ccc([C@@H](C)NC(=O)c2ccc3oc(C(C)C)nc3c2)cc1,3%,-5,1.5%,0,6,5%,5,3%,-8
CCOc1ccc(NC2OC(C)C(O)C(O)C2O)c([N+](=O)[O-])c1 (stereo not given),-20%,5,-0.5%,-12,x,-1%,-3,-2%,-10
O=S(=O)(c1cccs1)N1CN(C2CCCCC2)c2nc3ccccc3nc21,0%,5,-1.4%,3,1,-3%,4,-10%,-6
